b-catenin transl – modulators of beta-catenin nuclear translocation, primary screen, imaging, HeLa cells, immunofluorescence, high-content; actives 0.3% (n = 190,000); AID 1665, 2009; nuclear translocation activity, % at 5 µM;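 active = nuclear translocation activity above 50% at 5 µM, with a well cell count of 50 or more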;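 also: per-cell ratio of nuclear to cytoplasmic median beta-catenin stain intensity; plate controls were DMSO negative control for no effect and GSK-3 inhibitor IX positive control for full effect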
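Test system: human HeLa cells, native beta-catenin. Compound dosing: 5 µM primary single dose, 0.1% DMSO, 0.02–20 µM confirmation series. Incubation: compound exposure 24 h at 37°C. Detection: beta-catenin immunostaining with DAPI counterstain, 20x imaging, 6 fields/well. Read-out basis: Nuclear/cytoplasmic beta-catenin signal ratio, % activation.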
Insulin prom up – insulin promoter activators in MIN6 cells, imaging, high-content screening, mouse beta cells | MIN6 insulin promoter-GFP reporter; hits give high values | z-score at 5 µM | actives 0.3% (n = 190,000);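 active = z-score above 3 at 5 µM with at least 500 cells counted in the well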
MT stabilizer – microtubule stabilizers in HeLa cells, primary screen, imaging, high-content imaging. HeLa tubulin immunostaining HCS, 24 h; share of cells brighter than vehicle mean+2SD. actives 0.83% (n = 200,000). AID 2205, 2009. % tubulin-high responders, % at 10 µM;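 active = plate Z-score above 3 for both tubulin-high and condensed-nucleus cell shares, with cell loss under 80%, at 10 µM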;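 also: anti alpha tubulin signal scored within the nucleus-defined area of each cell; some results filed as inactive read as strong as hits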
Myeloid diff MLP – induction of myeloid progenitor differentiation, primary screen, cell-based, flow cytometry, MLPCN library. ER-HoxA9 myeloid progenitors, lysozyme-GFP differentiation. actives 1% (n = 360,000). calls only at 10 µM;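 active = normalized GFP-positive differentiation at or above the plate's own cutoff, the solvent-only control mean plus 3 SD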;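 also: cells exposed to compound for four days before flow analysis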
Lipid droplet – inhibitors of hepatocyte lipid droplet formation, primary screen, imaging, high-throughput imaging, BODIPY stain; actives 0.4% (n = 240,000); AML12 mouse hepatocytes, oleate lipid droplets; inhibition, % at 6.5 µM;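 active = lipid droplet intensity inhibited by at least 50%, with more than 500 cells counted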
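Assay system: AML12 mouse liver cells | Compound dosing: One dose, 6.5 µM compound | Read-out basis: Droplet intensity reduction, % inhibition | Measured by: Fluorescence imaging, 20x objective, two fields per well | Schedule: Overnight treatment with compound plus oleate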
TNAP activators – human TNAP enzyme activators, primary screen, biochemical, luminescent, no phosphate acceptor, uHTS (AID 1001); purified TNAP, luminescent activation assay, no phosphate acceptor; higher activation fold means a stronger effect; actives 0.03% (n = 200,000); activation fold at 20 µM, or EC50 in µM where a hit was titrated; in the data active = activation fold from about 3, or a potency from the dose series; inactive = the rest, 99 in 100 with activation fold below about 1.6; also: many of its hits are not listed in these tables
Dynein transport – inhibitors of GR-EGFP nuclear translocation, primary screen, dynein cargo transport inhibitor project, imaging, high-content, 3617.4 mouse cells | AID 1381, 2008 | test concentration mostly 20 µM; stimulated with dexamethasone, 1 µM; hits give low values | z-score, hits read low | actives 0.47% (n = 220,000);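 active = plate z-score of nuclear minus cytoplasmic receptor signal below a set negative limit, without overly bright fluorescence or cell loss, cut at about -3.5 in these data, passing the limit was not always enough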;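 also: z-score of nuclear minus cytoplasmic ring GR-EGFP intensity difference per well; some compounds called inactive have numbers as strong as hits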
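medium = tetracycline-free induction medium containing charcoal-stripped FBS | also added = 1.0 µM final dexamethasone stimulus | schedule = 48 h induction, 1 h compound, 30 min dex at 37 °C | technique = fixed, Hoechst-stained cells imaged at 10x for EGFP | measure = GR-EGFP nuclear translocation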
T cell modulator – modulators of CD8 T cell-vesicle binding, primary screen, mouse 2C CD8+ T cells, flow cytometry. 2C CD8+ T cell-vesicle binding; hits give low values. calls only at 7 µM. actives 0.068% (n = 330,000);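 active = response, share of CD8 T cells binding vesicles, and their 90th percentile fluorescence all below set limits, cut at about 80% in these data, passing the limit was not always enough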
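Material: murine 2C transgenic CD8+ T lymphocytes / Also added: QL9-peptide-loaded Drosophila micro-vesicles bearing Ld, ICAM-1 and B7-1 / Schedule: binding step 1.5 h, 37 °C, antibody labelling 20 min, ice / Signal: flow cytometry, PE anti-B7-1 (FL2) versus Alexa647 anti-CD8 (FL8), PFA-fixed / Evaluation: percent CD8+ FL2 mean versus row control / Benchmarks: naked versus QL9-loaded vesicles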
human PMI inhibition – inhibitors of human PMI, primary screen, biochemical, fluorescence intensity, coupled assay (AID 1209) | actives 0.42% (n = 190,000) | purified PMI enzyme, coupled fluorescence intensity; higher % means a stronger effect | inhibition, % at 20 µM; hits with a dose series show IC50 in µM | Mannose-6-phosphate isomerase (Homo sapiens); in the data active = inhibition above about 50%;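 also: plate controls were DMSO vehicle for no effect and wells lacking substrate for full effect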
Dynein transport cytoplasmic EGFP – further read-out of Dynein transport, marked with its call; z-score; measured here: cytoplasmic GR-EGFP intensity; hits give high values
Dynein transport nuclear GR-EGFP – further read-out of Dynein transport, marked with its call; z-score; measured here: nuclear GR-EGFP intensity;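 lower value marks the stronger effect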
Dynein transport cell count – also measured in Dynein transport; calls as there; z-score; measured here: cell count per field
Insulin prom up cell count – also measured in Insulin prom up; calls as there; cell count; measured here: cytotoxicity, nuclei count;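 total cells summed across four imaged fields per well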
Lipid droplet cells 6.5 µM – further read-out of Lipid droplet, marked with its call; cell count; measured here: cell count, cytotoxicity flag;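 cells counted across two imaged fields per well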
b-catenin transl cell count 5 µM – further read-out of b-catenin transl, marked with its call; cell count; measured here: cell count, cytotoxicity flag
T cell modulator vesicle-bound % – recorded beside T cell modulator, whose call it bears; double positive events, %; measured here: CD8+ vesicle-bound cell fraction;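 binding gate set so that unloaded-vesicle control wells show 10% double positive cells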
MT stabilizer Hoechst-high % – further read-out of MT stabilizer, marked with its call; % Hoechst-high responders; measured here: nuclear condensation Hoechst responders;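 share of cells brighter than vehicle mean plus two SD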
MT stabilizer cytotoxicity % – second read-out of MT stabilizer, no call of its own (marks repeat the call); toxicity, %; measured here: cytotoxicity by cell density;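 0% = mean cell density of plate MIN control wells and 100% = no cells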
Myeloid diff MLP GFP+ MAC1+ % – recorded beside Myeloid diff MLP, whose call it bears; GFP+ MAC1+ double positive, %; measured here: differentiation confirmed by MAC1 staining
Starred values were filed as active, the others as inactive; i = inactive; x = not tested or not shown; + = active, no number.

SMILES	b-catenin transl	b-catenin transl cell count 5 µM	Insulin prom up	Insulin prom up cell count	MT stabilizer	MT stabilizer Hoechst-high %	MT stabilizer cytotoxicity %	Myeloid diff MLP	Myeloid diff MLP GFP+ MAC1+ %	Lipid droplet	Lipid droplet cells 6.5 µM	TNAP activators	Dynein transport	Dynein transport cytoplasmic EGFP	Dynein transport nuclear GR-EGFP	Dynein transport cell count	T cell modulator	T cell modulator vesicle-bound %	human PMI inhibition
N#CC1=C(N)Oc2n[nH]c(-c3ccc(F)cc3)c2C1c1cccnc1 (stereo not drawn)	x	x	0.67	947	2.8	1.6	4.7	i	0.4	4	775	0.8	0.82	-0.26	0.59	-0.022	x	x	-9%
CC(=O)c1cnc(Nc2ccc(C)cc2)s1	-0.3	1519	-0.42	1438	4.0	2.4	7.8	i	0.6	1	695	1	-0.67	-0.23	-0.41	1.2	i	30	1%
CC(C)CNC(=O)CSc1nc2scc(-c3ccccc3)c2c(=O)[nH]1	-0.6	449	-0.16	1313	3.5	4.2	0.3	i	0.4	6	604	1	0.61	-0.28	0.64	-0.09	i	16	-15%
CSC1=C(C#N)C(=O)NC(c2ccc(Cl)cc2)S1 (stereo not drawn)	2.0	1316	0.26	1092	x	x	x	i	0.7	-18	661	x	-0.92	0.067	-0.094	0.27	i	31	x
CCOC(=O)N1CCN(CCC(=O)Nc2cc([N+](=O)[O-])ccc2OC)CC1	-0.3	969	-0.05	1384	1.7	3.5	13	i	1.5	4	651	1.1	2.3	-0.19	0.8	-1.4	i	43	8%
CCOc1ccc([N+](=O)[O-])c(N)c1	-3.3	582	0.87	1242	4.4	1.9	1.8	i	0.3	3	738	1	-0.15	-0.26	-0.41	0.48	i	1	-2%
Nn1c(CSc2nc3ccccc3o2)nnc1CSc1nc2ccccc2o1	x	x	-2.7	1306	2.2	1.6	6.4	i	2.2	-2	694	1.1	2	0.0064	1	-1.2	i	32	6%
CCn1c(SCC(=O)OC(C)C)nnc1-c1ccccc1OC	0.8	1048	-0.57	1234	1.5	1.4	3.4	i	0.4	-16	736	1.1	-0.12	-0.24	0.027	0.41	i	36	-3%
O=S(=O)(c1cccc(-c2nnc(SCc3ccc(Cl)cc3)o2)c1)N1CCCCC1	2.5	1153	-0.25	1003	2.3	1.6	6.1	+	9.2*	x	x	0.9	-0.67	-0.21	-0.18	1.2	i	8	-1%
Nc1c(C(=O)c2ccc(Cl)cc2)oc2ccccc12	-1.7	1027	-0.36	1518	2.7	2.2	1.6	i	0.9	-3	624	1.1	0.95	-0.25	0.47	-0.47	i	19	-23%
COc1cccc(-c2csc(NC(C)=O)n2)c1	-0.1	1071	0.27	1742	2.0	1.6	5.3	i	1.1	0	715	1.1	-0.024	-0.26	-0.68	1	i	30	19%
COC(=O)c1cc(NC2c3ccccc3C(=O)N2CCN2CCOCC2)cc(C(=O)OC)c1 (stereo not drawn)	x	x	0.3	959	6.8	2.7	6.9	i	2.5	x	x	0.8	-0.85	-0.26	-0.31	0.8	i	36	-11%
CCOC(=O)c1oc2nc3c(cc2c1N)COC(C)(C)C3	-0.2	1210	x	x	2.1	3.4	16	i	1.0	-39	656	1.1	-0.68	-0.25	-0.098	1.2	i	16	-40%
CCOC(=O)c1c(NC(NC(=O)C(C)C)C(Cl)(Cl)Cl)sc2c1CCC2 (stereo not drawn)	-5.9	550	0.53	1284	2.9	3.1	17	i	0.8	27	663	1	0.19	-0.19	0.19	-0.69	i	36	9%
O=C(COc1ccc(Cl)cc1)Nc1nnc(C2=COCCO2)o1	0.7	1106	-0.35	1253	2.3	1.3	3.0	i	0.5	-4	706	1.1	-0.18	-0.19	-0.049	0.12	i	46	-6%
COc1cc(OC)cc(-n2nnnc2SCC(=O)N2CCCC2)c1	-0.6	982	-0.52	1976	1.9	3.9	13	i	6.0	-27	673	1.2	2.3	-0.12	1.6	-0.61	i	19	9%
CCc1nc2cc([N+](=O)[O-])c([N+](=O)[O-])cc2[nH]1	-2.7	551	0.28	1257	3.0	2.3	9.3	i	0.4	8	712	1	1.4	-0.13	0.94	-1.5	i	10	-8%
CCCC(C)NS(=O)(=O)c1ccccc1 (stereo not drawn)	-0.7	1127	x	x	5.3	4.1	6.0	i	9.5	x	x	1.1	-0.21	-0.34	-0.068	0.1	i	18	6%
O=C(Nc1nc2ccc(SC(F)F)cc2s1)c1ccc2c(c1)S(=O)(=O)c1ccccc1C2=O	x	x	-0.14	1091	3.6	3.2	1.8	x	x	6	540	1.1	-0.2	0.087	-0.48	-0.23	i	38	14%
Cc1ccc(C2(C(F)(F)F)NC(=O)N3C(=C2C#N)Nc2ccccc23)cc1 (stereo not drawn)	0.0	1208	0.15	1023	2.4	1.6	5.7	i	1.1	-8	793	1.1	0.73	-0.26	0.53	0.32	i	20	-5%
O=[N+]([O-])c1ccc(-c2nnc(-c3ccccc3)c(NCCCO)n2)cc1	x	x	-0.27	1373	4.9	2.3	0.1	i	0.1	5	557	1.1	-0.5	-0.1	-0.23	-0.46	i	34	-4%
Nc1nc(-c2ccccc2)[nH]c(=O)c1N=O	3.7	1326	x	x	x	x	x	i	0.3	27	706	x	-0.2	-0.19	0.27	0.7	i	36	x
Cc1nn(Cc2ccccc2Cl)c2sc(C(=O)NCCCn3ccnc3)cc12	0.7	811	-4.5	936	2.8	1.6	8.3	i	0.7	x	x	1.1	-0.18	-0.22	0.037	1.3	i	44	-17%
O=C(C1=C(O)C(=O)N(CCN2CCOCC2)C1c1cccnc1)c1cc2ccccc2o1 (stereo not drawn)	-1.3	896	0.17	1638	5.4	3.7	2.8	i	4.4	x	x	1	-0.29	-0.22	-0.75	-0.29	i	11	-43%
CCOC(=O)c1c(N)sc(C(=O)N2CCCC(C(N)=O)C2)c1C (stereo not drawn)	x	x	x	x	3.8	3.1	12	i	1.4	x	x	x	-0.73	-0.24	-0.55	1.1	i	24	x
Fc1ccc(NC(=S)N2CCN(C/C=C/c3ccccc3)CC2)c(F)c1	0.2	1491	-0.54	1343	3.2	2.9	7.0	i	0.6	-10	675	1	1.8	-0.27	1.1	-1.5	i	20	0%
CC(=O)Nc1cccc(-n2nnc(SCC(=O)Nc3ccc(F)c(Cl)c3)n2)c1	0.6	1289	0.25	1449	x	x	x	i	0.5	-4	731	x	-0.95	-0.11	-0.46	0.27	i	55	x
C#CCOCCOCCOCCNc1nc(N2CCN(C(=O)[C@H]([C@@H](C)O)n3cc(CCCCN)nn3)CC2)nc(N2CCN(C(=O)[C@H](Cc3ccc(O)cc3)n3cc(CCO)nn3)CC2)n1	x	x	0.43	1096	5.2	3.0	4.9	i	2.7	7	754	1.1	1.4	-0.29	0.94	0.03	i	29	-48%
CCN(CC)S(=O)(=O)c1ccc(NC(=O)COC(=O)c2ccc(-n3nc(C)cc3C)cc2)cc1	x	x	-0.41	1052	1.9	1.5	7.1	i	4.4	19	785	1.1	0.18	0.045	0.31	0.18	i	28	12%
O=C(Nn1cnnc1)c1ccc(Br)s1	x	x	0.23	1288	2.5	3.4	10	i	0.6	16	714	1.1	0.9	-0.25	0.65	-1.5	i	29	-17%
O=C(O)c1ccc(C(=O)C(=O)c2ccccc2)cc1	0.9	1324	0.74	926	x	x	x	i	0.8	2	687	x	2.1	-0.2	1.6	-1.4	i	31	x
CN(CC(=O)NCCN1CCCCCC1)S(=O)(=O)c1cccc2nsnc12	1.4	726	0.34	1253	3.3	1.5	8.9	i	0.2	x	x	1.1	0.36	-0.22	0.013	0.38	i	38	10%

Another view of part of the listing above:
smiles | b-catenin transl | b-catenin transl cell count 5 µM | Insulin prom up | Insulin prom up cell count | MT stabilizer | MT stabilizer Hoechst-high % | MT stabilizer cytotoxicity % | Myeloid diff MLP | Myeloid diff MLP GFP+ MAC1+ % | Lipid droplet | Lipid droplet cells 6.5 µM | TNAP activators | Dynein transport | Dynein transport cytoplasmic EGFP | Dynein transport nuclear GR-EGFP | Dynein transport cell count | T cell modulator | T cell modulator vesicle-bound % | human PMI inhibition
CCOC(=O)c1c(N)sc(C(=O)N2CCCC(C(N)=O)C2)c1C (stereo not drawn) | x | x | x | x | 3.8 | 3.1 | 12 | i | 1.4 | x | x | x | -0.73 | -0.24 | -0.55 | 1.1 | i | 24 | x
Fc1ccc(NC(=S)N2CCN(C/C=C/c3ccccc3)CC2)c(F)c1 | 0.2 | 1491 | -0.54 | 1343 | 3.2 | 2.9 | 7.0 | i | 0.6 | -10 | 675 | 1 | 1.8 | -0.27 | 1.1 | -1.5 | i | 20 | 0%
CC(=O)Nc1cccc(-n2nnc(SCC(=O)Nc3ccc(F)c(Cl)c3)n2)c1 | 0.6 | 1289 | 0.25 | 1449 | x | x | x | i | 0.5 | -4 | 731 | x | -0.95 | -0.11 | -0.46 | 0.27 | i | 55 | x

High-throughput results from PubChem.
